Compound activity as filed in PubChem BioAssay.
SENP8 block-1: blocks the human protease SENP8; inhibition, % at 10 µM; Q96LD8; AID 2540; purified SENP8, Z-RLRGG-aminoluciferin cleavage, luminescence; 330,000 tested, 1.2% active; in the data active = inhibition above about 50%
Target sequence (Q96LD8 whole entry, looked up): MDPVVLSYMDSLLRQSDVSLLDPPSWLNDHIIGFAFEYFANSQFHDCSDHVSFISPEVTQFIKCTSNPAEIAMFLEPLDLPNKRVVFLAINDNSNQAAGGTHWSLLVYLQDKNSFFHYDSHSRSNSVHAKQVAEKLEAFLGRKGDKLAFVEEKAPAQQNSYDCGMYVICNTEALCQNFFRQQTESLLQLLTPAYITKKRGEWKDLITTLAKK
SENP7 block: blocks the human protease SENP7. recombinant SENP7, Z-RLRGG-aminoluciferin luminescence, 40 min. inhibition, % at 5 µM. 330,000 tested, 1.5% active. AID 434973;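 active = inhibition above about 50% at the single test dose, limit read from the data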;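 also: plate controls were DMSO with enzyme for no effect and no enzyme buffer wells for full effect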
Target sequence (Q9BQF6 706-1050 limits assumed): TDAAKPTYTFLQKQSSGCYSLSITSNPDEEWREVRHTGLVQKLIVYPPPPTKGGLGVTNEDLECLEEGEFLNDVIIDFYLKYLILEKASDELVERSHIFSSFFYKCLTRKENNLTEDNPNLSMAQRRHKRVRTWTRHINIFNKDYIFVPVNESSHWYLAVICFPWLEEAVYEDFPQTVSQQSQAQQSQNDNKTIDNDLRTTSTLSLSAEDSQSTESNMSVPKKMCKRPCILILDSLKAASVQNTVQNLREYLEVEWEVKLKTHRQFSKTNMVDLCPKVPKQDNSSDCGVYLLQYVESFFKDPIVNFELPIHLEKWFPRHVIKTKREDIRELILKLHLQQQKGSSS
Apaf1 inhib: blocks human Apaf-1 apoptosome activity; O14727; 330,000 tested, 0.71% active; inhibition, % at 20 µM; reconstituted apoptosome caspase-3 activity, DEVD-Rh110 fluorescence; active = inhibition of at least 40% at 20 µM;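 also: plate controls were DMSO wells for no effect and DEVD-CHO caspase inhibitor wells for full effect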
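System: Apoptosome proteins | Medium: Hepes pH 7.5 with detergent and BSA | Also added: Cytochrome c trigger plus (Z-DEVD)2-Rh110 caspase-3 substrate | Incubation: 30 min compound preincubation, 50 min activation, room temperature | Detection: Rhodamine 110 fluorescence at Ex 480/Em 540 nm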
SENP6 inh: SENP6 protease inhibition | 330,000 tested, 1.8% active | inhibition, % at 10 µM | Recombinant SENP6 catalytic domain, aminoluciferin luminescence | AID 2599 | Q9GZR1;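 active = inhibition above about 50% at the single tested dose, limit read from the data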;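 also: plate controls were DMSO wells with enzyme for no effect and DMSO wells lacking enzyme for full effect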
SENP8 block-2: blocks human SENP8 cleavage of Nedd8 substrate | Q96LD8 | recombinant SENP8, Nedd8 substrate fluorescence | inhibition, % at 20 µM | 360,000 tested, 0.64% active | AID 602440; in the data active = inhibition mostly above about 40%, no sharp cut-off; inactive = mostly below about 27%
SENP1 FRET inh: SENP1 (human) catalytic domain inhibition; Q9P0U3; recombinant SENP1 catalytic domain, CyPet-SUMO1-YPet FRET cleavage; inhibition, % at 10 µM; 360,000 tested, 0.21% active; AID 624204;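 active = inhibition at least 30% at 10 µM, raw YFP signal under a set limit, fluorescence ratio 0.5 to 1.5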;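 also: 0% = enzyme with DMSO and 100% = no enzyme wells; some results filed as inactive read as strong as hits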
Target sequence (Q9P0U3 419-644 limits assumed): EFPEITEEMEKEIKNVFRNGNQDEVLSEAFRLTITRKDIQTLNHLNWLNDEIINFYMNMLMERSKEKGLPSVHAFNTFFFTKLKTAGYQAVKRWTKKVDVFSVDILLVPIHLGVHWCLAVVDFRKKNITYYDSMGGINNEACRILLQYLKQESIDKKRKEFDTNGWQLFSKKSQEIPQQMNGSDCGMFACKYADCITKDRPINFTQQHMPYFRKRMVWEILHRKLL
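System: Recombinant human SENP1 catalytic domain, His6-tagged | Incubation: Enzyme reaction for 50 min at room temperature, dark | Medium: Tris pH 8 with BME, BSA, NP40 and catalase | Also added: 25 nM SUMO1 FRET substrate | Compound: 10 µM single point, 0.5% DMSO | Measured by: FRET fluorescence in CFP and YFP emission channels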
HKDC1 inh: HKDC1 (human) hexokinase inhibition. recombinant HKDC1, G6PDH/diaphorase resazurin coupled fluorescence. inhibition, % at 20 µM. Q2TB90. 340,000 tested, 0.16% active;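 active = inhibition above about 35% when tested at 20 µM, limit read from the data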;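 also: plate controls were DMSO wells with enzyme for no effect and DMSO wells lacking enzyme for full effect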
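Material: recombinant HKDC1 hexokinase; Amount: HKDC1 at 5 µg/mL; Medium: Tris pH 8.0 buffer with MgCl2, Tween-20, BSA, BME; Schedule: 90 min reaction incubation at room temperature, dark; Technique: coupled resazurin fluorescence, excitation 525 nm, emission 613 nm.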
NLRP3 yeast inh: NALP3 inhibition in yeast; Yeast reconstituted NLRP3/ASC/caspase-1, beta-gal luminescence, 24 h; inhibition, % at 10 µM; 330,000 tested, 0.39% active;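 active = inhibition of 50% or more; inactive = inhibition below 50%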;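 also: plate controls were induced DMSO wells for no effect and uninduced yeast grown without galactose for full effect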
PfG6PD inh: PfG6PD (Plasmodium falciparum) enzyme inhibition; PfGluPho enzyme, NADPH resazurin-diaphorase fluorescence; inhibition, % at 20 µM; 350,000 tested, 0.78% active; AID 504690;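 active = inhibition reaching at least a set limit at 20 µM in the primary screen, cut at about 59% in these data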;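 also: 0% = DMSO wells with substrate and 100% = DMSO wells lacking glucose-6-phosphate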
Active calls of the source: *; x = no result given.

Compound,HKDC1 inh,Apaf1 inhib,PfG6PD inh,SENP6 inh,NLRP3 yeast inh,SENP1 FRET inh,SENP8 block-1,SENP7 block,SENP8 block-2
CCn1cc(CN2CCc3c([nH]c4ccccc34)C2c2cccc(O)c2)c(C)n1 (stereo unspecified),-5,-7,-3,-13,1,-43,1,-2,-134
COC(=O)/C(C#N)=C/c1ccc(OC(=O)c2ccccn2)cc1,-6,-8,6,32,6,-99,14,12,-6
COc1ccc(C2=NOC(Cn3nc(C(=O)O)cc3-c3ccccc3)C2)cc1 (stereo unspecified),-4,-5,-13,5,0,3,3,-6,14
Cc1ccc(S(=O)(=O)N2CCOCC2)cc1NC(=O)c1cccc(S(=O)(=O)N2CCCC2)c1,-6,7,-13,-30,13,1,-7,-6,1
COc1ccc(OC)c(Nc2nc(N)nc(CSc3nnc(N)s3)n2)c1,-10,-12,10,3,-9,-1,-2,-6,25
COc1ccc(C(=O)N/C(=C\c2cn(C)c3ccccc23)C(=O)N2CCN(C)CC2)cc1,1,7,-14,-2,12,-12,2,2,-2
O=c1oc2ccccc2c(N2CCCCC2)c1CN1CCCCC1,4,-2,-13,12,23,1,3,4,16
O=C(Nc1ccc(F)cc1F)c1ccc(-n2cccn2)nc1,-5,14,5,-42,11,2,-8,-3,27

More entries follow:
Compound,HKDC1 inh,Apaf1 inhib,PfG6PD inh,SENP6 inh,NLRP3 yeast inh,SENP1 FRET inh,SENP8 block-1,SENP7 block,SENP8 block-2
O=C(COC(=O)c1cccs1)Nc1cccc(S(=O)(=O)N2CCCCC2)c1,-1,-1,11,-13,4,-1,3,-8,8
CC(C)CN(C(=O)COC(=O)Cc1cccc2ccccc12)c1c(N)n(Cc2ccccc2)c(=O)[nH]c1=O,-2,11,7,9,18,1,-3,-3,10
CCOc1cccc(C(=O)Nc2nnc(-c3cccs3)s2)c1,-4,1,-8,-6,-6,-5,-14,13,-428
CC1=NOC(=O)/C1=C/c1ccc(O)cc1,-8,x,5,x,x,-11,x,x,11
CNC1=CC(=O)CC(c2ccccc2)C1 (stereo unspecified),3,8,-3,-18,4,0,-6,-5,-3
CC(=O)Oc1c(S(=O)(=O)c2ccc(C)cc2)c(C)nn1-c1ccccc1,4,-8,-4,-1,-2,1,0,-3,23
O=C1c2ccccc2C(=O)N1OCc1ccccc1,-6,-3,16,27,-6,2,-12,24,28
CCC(C)C(NC(N)=O)C(=O)Nc1ccc(C)c(Cl)c1 (stereo unspecified),-5,2,7,11,13,2,-1,0,19

Next part
Compound,HKDC1 inh,Apaf1 inhib,PfG6PD inh,SENP6 inh,NLRP3 yeast inh,SENP1 FRET inh,SENP8 block-1,SENP7 block,SENP8 block-2
CON/C=C(\C=Nc1ccc(F)cc1)c1ncc(C(F)(F)F)cc1Cl,-1,19,15,-31,-1,0,-5,-8,1
COc1ccc(N2CCN(C(=O)Cn3ncc4c([nH]c5ccccc54)c3=O)CC2)cc1,-2,4,-6,-2,-1,0,5,-3,-77
CN(C)c1ncc(S(=O)(=O)c2ccccc2)c(-c2ccc(Cl)cc2Cl)n1,3,10,-27,-4,18,1,-13,-9,-12
CCOCCCNC(=O)C1CCN(S(=O)(=O)N2CCCC2)CC1,-9,-10,-6,-2,4,2,1,4,6
Cn1c(N)c(C(=O)COC(=O)c2cc(C3CC3)nc3ccccc23)c(=O)n(Cc2ccccc2)c1=O,5,16,12,-7,14,-85,-20,-10,-88
O=C(NC1CCS(=O)(=O)C1)c1ccc(S(=O)(=O)NCC2CCCO2)cc1 (stereo unspecified),-2,-6,-5,-3,3,0,-1,1,16
C=CCn1c(SCC(=O)Nc2nncs2)nnc1-c1ccco1,-6,8,-10,-37,12,-1,-13,-6,4
CC(C)CCN(C(=O)c1cn2ccccc2n1)c1c(N)n(Cc2ccccc2)c(=O)[nH]c1=O,0,1,-47,-14,24,-27,-9,10,-59

The results go on.
Compound,HKDC1 inh,Apaf1 inhib,PfG6PD inh,SENP6 inh,NLRP3 yeast inh,SENP1 FRET inh,SENP8 block-1,SENP7 block,SENP8 block-2
O=C(CCCCn1c(=O)c2ccccc2n(CC(=O)Nc2cccc(F)c2)c1=O)NCc1ccco1,-6,8,3,-17,11,-1,3,4,12
Cc1cc(C(=O)N2CCOCC2)c(C)o1,-5,-10,2,-4,1,-1,0,-2,16
Cc1cc(NC(=O)/C=C\C(=O)O)c([N+](=O)[O-])cc1C,-4,-7,-7,-4,22,0,3,-2,19
CC(C)N(C(=O)[C@H]1C[C@H](CC(=O)NCc2cccc(C(F)(F)F)c2)C(=O)N2CCc3c([nH]c4cc(CCC(=O)N(C)C)ccc34)[C@]12C)C(C)C,0,22,27,x,x,1,x,3,-6
O=C(/C=C\c1ccco1)c1ccc(NC(=O)c2ccco2)cc1,4,13,32,-35,15,-6,-2,-1,-30
Cc1ccc(NC(=O)C2CCN(c3ncnc4sc(C)c(C)c34)CC2)cc1S(=O)(=O)N(C)C,4,34,6,5,-6,-8,1,-3,-25
Cc1cc(C)n(CCOc2ccc(Br)cc2)n1,-4,12,17,0,31,-1,-7,10,33
CCN(CC)S(=O)(=O)c1ccc(NC(=O)CSc2cccc[n+]2[O-])cc1,-10,-16,-4,7,25,0,3,5,21

(listing goes on)
Compound,HKDC1 inh,Apaf1 inhib,PfG6PD inh,SENP6 inh,NLRP3 yeast inh,SENP1 FRET inh,SENP8 block-1,SENP7 block,SENP8 block-2
CS/C(=C(/C#N)S(=O)(=O)c1ccc(Cl)cc1)N1CCOCC1,-1,2,19,-14,1,0,4,3,13
CCC(C)(C(=O)NC1CCCCC1)N(Cc1ccco1)C(=O)c1cnccn1 (stereo unspecified),-4,-11,-14,1,10,-1,6,-4,10
O=C(Nc1ccon1)c1sc2cc(Cl)ccc2c1Cl,-5,-25,0,-4,4,1,-12,7,0
Cn1c(=S)[nH]c(=O)c2ncc(=O)[nH]c21,-12,1,13,-4,4,1,0,3,12
COc1ccccc1C(=O)NCC(=O)OC(C)C(=O)N(C)C1CCCCC1 (stereo unspecified),-7,-20,4,-1,9,4,-1,2,5
O=C(CNS(=O)(=O)c1ccccc1)N1CCN(c2ccccc2)CC1,-7,-13,-4,3,29,3,-3,4,7
CCOc1ccc(Br)cc1S(=O)(=O)Nc1ccc(C(=O)OC(C)C(=O)N(C)c2ccccc2)cc1 (stereo unspecified),-3,16,-9,7,3,3,-6,-1,14
COc1cc(NS(=O)(=O)c2ccc(NC(=O)NC3CCCCC3)cc2)nc(OC)n1,-10,-11,-18,-9,-4,1,1,2,10

Next section
Compound,HKDC1 inh,Apaf1 inhib,PfG6PD inh,SENP6 inh,NLRP3 yeast inh,SENP1 FRET inh,SENP8 block-1,SENP7 block,SENP8 block-2
COc1ccc(NS(=O)(=O)c2cccc(C(=O)N3CCN(C(=O)c4ccco4)CC3)c2)cc1,-5,-3,-13,-13,13,3,-2,0,11
O=C(CSc1cn(Cc2ccccc2)c2ccccc12)N1CCOCC1,2,-6,10,-13,6,4,7,3,16
Cc1ccc(C(=O)NC(=S)NCc2cccnc2)cc1,2,-4,-8,2,22,2,-3,5,22
C=Cn1cc[n+](CC(=O)c2cccs2)c1,-6,-7,-5,12,19,1,8,-1,3
N/C(=N\OC(=O)CCCOc1ccccc1)c1ccccc1,-6,14,2,8,14,2,-9,9,17
COc1ccccc1NC1=Nc2cccc3cccc1c23,3,-14,18,0,30,24,3,-3,20
COc1ccc(C2CC(Cn3cc(C#N)c(=O)n(C)c3=O)ON2C)cc1 (stereo unspecified),-10,-2,1,-5,12,0,6,1,1
O=C(O)CNC(=O)CC1S/C(=N/N=C2/NC(=O)CS2)NC1=O (stereo unspecified),19,-3,15,-7,2,-4,-7,-6,7

Other compounds
Compound,HKDC1 inh,Apaf1 inhib,PfG6PD inh,SENP6 inh,NLRP3 yeast inh,SENP1 FRET inh,SENP8 block-1,SENP7 block,SENP8 block-2
CCn1c(SCC#N)nc2cc(S(=O)(=O)N3CCOCC3)ccc21,-4,3,-6,-5,15,-7,5,0,-5
CC(C)CN(CCC(=O)O)CC(C)C,-2,-6,-8,-10,2,3,-10,-2,9
CCOC(=O)c1ccc(NC2c3ncccc3C(=O)N2Cc2ccc(F)cc2)cc1 (stereo unspecified),16,-1,-10,-5,13,0,-7,-12,6
CCC(=O)N1C(=O)C2(Nc3ccccc3N2)c2ccccc21,x,-23,x,-8,10,x,8,2,x
O=C(CCSc1ccc(Cl)cc1)N1CCN(c2ncccn2)CC1,4,1,3,-4,29,2,2,2,-66
C/C(=N\Nc1ccc(Cl)c(C(=O)O)c1)c1cccc([N+](=O)[O-])c1,8,7,11,-1,-3,1,-5,7,36
C=CCNC(=O)/C(C#N)=C/c1ccccc1Cl,-2,10,1,-20,20,-2,-1,-2,6
Cc1cccc(C)c1NC(=O)Cn1nnc(C(=O)Nc2ccc(F)cc2F)c1N,-3,-11,-6,-3,-3,1,1,-2,12

Following part:
Compound,HKDC1 inh,Apaf1 inhib,PfG6PD inh,SENP6 inh,NLRP3 yeast inh,SENP1 FRET inh,SENP8 block-1,SENP7 block,SENP8 block-2
CCOc1ccc(NC(=O)NCCCN2CCCC2)cc1,0,-3,3,-6,-10,0,1,-3,30
Cc1cnc(C(=O)OCC(=O)Nc2ccc(Cl)cc2)cn1,-6,-20,-10,-5,11,0,-1,-2,19
CCOC(=O)c1ccc(NC(=O)c2cccnc2)cc1,-6,-12,-3,-11,15,2,6,2,-3
Cc1ccc(CNC(=O)c2ccc(OCC3CCCO3)cc2)cc1 (stereo unspecified),-8,-1,5,5,20,3,4,0,26
CCc1ccccc1N1CCN(S(=O)(=O)c2cc(OC)ccc2OC)CC1,12,16,-4,3,-21,2,8,3,15
O=C(Cc1ccccc1)Nc1ccccc1C(=O)Nc1ccccc1,5,8,-22,-3,28,1,-1,5,23
CC12CCC(C(=O)N(NC(=O)c3ccc(O)cc3)C1=O)C2(C)C (stereo unspecified),-8,-7,-16,-28,2,1,2,7,8
CC(=O)c1n[nH]nc1Nc1nc(C)cc(C)n1,5,-6,-1,4,1,2,-5,-7,15

Carrying on:
Compound,HKDC1 inh,Apaf1 inhib,PfG6PD inh,SENP6 inh,NLRP3 yeast inh,SENP1 FRET inh,SENP8 block-1,SENP7 block,SENP8 block-2
CNc1ccc2c3c(cccc13)C(=O)N(C)C2=O,6,5,33,26,19,-21,9,16,-87
COC(=O)NCC(c1ccco1)N1CCN(c2ccc(OC)cc2)CC1 (stereo unspecified),-5,-3,0,-8,-10,0,-7,-1,25
CCCc1noc2c1/C(=N\O)CC(CC(C)SCC)C2 (stereo unspecified),2,4,-32,4,17,2,-1,7,15
COc1cc(/C=N/n2c(C)nc3ccccc3c2=O)cc(OC)c1O,5,3,11,7,-15,4,0,6,15
C/C(=N\NC(=O)c1cccc(N/N=C(\C)c2ccncc2)c1)c1ccncc1,-5,-1,54,-2,-4,1,-2,3,2
CN1C(=O)NC(c2cccc(F)c2)C2=C1CC(C)(C)CC2=O (stereo unspecified),-6,6,6,-15,8,-2,2,-4,8
CN(Cc1ccccc1F)C(=O)C(Cc1ccccc1)NC(=O)c1ccccc1 (stereo unspecified),-3,15,8,-10,23,1,-3,7,7
Cc1ccc(CNC(=O)Cc2ccc(-n3c(=O)[nH]c4ccsc4c3=O)cc2)cc1,-14,6,-23,2,5,3,-12,-3,10
